NCI-60 one-dose screen, 48 h, at 10 µM unless noted. Numbers give growth in % (100 = growth as untreated, 0 = no growth, -100 = all killed).
SK-MEL-5: SK-MEL-5 melanoma | 80,000 compounds, 6.4% hits
HS 578T: HS 578T breast cancer. AID 1794788. 78,000 compounds, 4.1% hits
SK-MEL-28: SK-MEL-28 melanoma; 81,000 compounds, 4.1% hits; AID 1794761
LOX IMVI: LOX IMVI melanoma; 79,000 compounds, 7.4% hits
MALME-3M: MALME-3M melanoma. 78,000 compounds, 5.8% hits. AID 1794766
T-47D: T-47D breast cancer. 79,000 compounds, 5% hits
UACC-257: UACC-257 melanoma; 78,000 compounds, 4.4% hits
SK-MEL-2: SK-MEL-2 melanoma | 77,000 compounds, 4.7% hits | AID 1794763
* = called active by the depositor; nt = not tested or not shown; & = joins results of further samples. Rule for the calls: active = growth percent below 10; inactive = the rest.

SMILES	SK-MEL-5	HS 578T	SK-MEL-28	LOX IMVI	MALME-3M	T-47D	UACC-257	SK-MEL-2
Clc1ccc(-c2nc3ccccc3s2)c(Cl)c1	76.6	93.5	102.2	86.0	105.8	nt	93.9	109.9
O=S(c1ccccc1)c1ccc2nnnn2n1 (stereo not given)	99.8	97.7	104.7	89.7	102.6	91.7	99.6	98.9
COc1ccc(/C(C#N)=C2C=C(Cl)/C(=N/O)C=C/2Cl)cc1	100.2	95.7	93.8	88.5	120.2	60.3	94.3	94.1
C=CCOC(=O)c1ccc(C)cc1	100.8	94.4	104.8	94.4	99.9	93.2	95.6	93.8
Cc1c(O)c(=O)ccn1Cc1ccccc1	73.7	96.6	106.0	81.2	91.9	87.7	95.3	92.3
CC(=O)c1ccc(NC(=O)CSc2nnc(-c3cc(-c4ccc(S(C)(=O)=O)cc4)nc4ccccc34)n2-c2ccccc2)cc1	91.4	90.3	103.4	82.6	68.2	85.1	97.1	96.8
CCn1cc(-c2cnc3nonc3n2)cn1	96.7	85.6	107.0	101.2	108.3	95.2	88.4	97.3
CCC(c1ccc2cc(O)ccc2c1)C(C)(C)C(=O)O (stereo not given)	100.2	101.6	109.7	106.6	100.7	102.9	105.1	96.3
CC(C)(C)c1ccc(/C=C2/SC(N3CCN(c4cccc(C(F)(F)F)c4)CC3)=NC2=O)cc1	98.2	91.8	101.0	92.1	90.5	93.1	98.5	94.2
O=C(CSc1nnc(-c2ccc(Cl)cc2)o1)NC1=NN=C(c2ccc(Cl)cc2)CS1	103.8	109.7	107.2	92.8	103.1	86.5	101.2	101.6
COc1ccc(/C=C2/NC(=S)N(c3ccccc3)C2=O)cc1	96.7	100.7	106.5	92.5	100.6	81.8	103.5	105.9
CN1CCN(c2nc(-n3cc(-c4ccccc4)nn3)nc3ccccc23)CC1	nt	81.8	114.2	86.6	118.8	86.3	97.1	102.8
CC(C)=CCc1cc(O)cc2c1OC(C=C(C)C)C1=C2C(=O)C2=C(C1=O)S(=O)(=O)CCN2 (stereo not given)	16.2	70.3	36.8	4.9*	-64.7*	-0.4*	nt	28.8
N#C/C(=C\c1ccc(C#N)cc1)C(=O)c1ccccc1	105.7	116.1	120.9	98.8	109.2	65.4	97.7	101.2
CCOC(=O)c1ccc(NC(=O)OCc2ccccc2)cc1	93.4	116.2	120.4	97.4	86.9	83.8	103.2	86.0
CC(C)C[C@H](NC(=O)Cn1cccc(CNC(=O)c2ccccc2)c1=O)B(O)O	-34.3*	16.6	19.4	-60.4*	-35.3*	-18.5*	-9.3*	7.3*
Cc1nc(N)[nH]c(=O)c1C	107.9	182.6	120.4	101.8	156.2	83.0	87.0	-10.2*
CCOC(=O)CC1CSC(N/N=C(\C)c2ccccc2)=N1 (stereo not given)	90.7	100.1	109.4	95.9	98.9	99.1	96.0	98.7
Cc1cc(N=NC(N)=S)c2ccccc2c1O	92.8	101.6	110.3	73.5	155.2	60.3	101.0	98.6
CSc1ccc(C(=O)C[n+]2ccc3ccccc3c2)cc1	98.6	111.3	109.1	87.7	91.6	97.3	113.7	100.8
CCOC(=O)CNC(c1ccccc1)(c1ccccc1)c1ccccc1	80.1	115.1	97.8	93.0	97.4	87.3	96.0	110.1
Cc1nnc2c3nnc(CCC(=O)O)n3c3ccccc3n12	100.0	99.9	101.8	102.2	nt	107.6	94.8	nt
Nc1ncnc(N2CCOCC2)n1	101.9	95.6	107.8	nt	87.4	107.4	91.9	100.4
COc1ccc(SC)cc1	102.5	nt	106.5	115.7	103.2	114.3	94.2	116.2
CCCCC/C(C)=C(\C#N)C(=O)NC(N)=S	96.0	106.6	104.9	103.4	108.5	110.4	111.0	119.3
Nc1cccc(C(=O)Nc2ccccc2)c1	105.6	103.6	110.0	104.8	107.3	93.9	107.3	104.1
CN(C)CCC(=O)Nc1ccc(-n2cc(-c3cccc(NC(=S)Nc4cccc(-c5cn(-c6ccc(NC(=O)CCN(C)C)cc6)nn5)c4)c3)nn2)cc1	97.2	136.6	132.9	19.3	nt	69.1	117.1	91.6
Brc1ccc(Oc2ccc(Nc3ncnc4onc(-c5ccccc5)c34)cc2)cc1	92.6	96.8	97.2	94.5	103.2	77.8	98.0	110.0
CCN(CC)CCN(C(=O)OCCOC(=O)N(CCN(CC)CC)c1cccc2sc3ccccc3c(=O)c12)c1cccc2sc3ccccc3c(=O)c12	97.1	85.1	104.3	95.0	116.7	99.9	93.8	103.8
NCCCN1CCN(CCCN)CC1	102.7	108.1	108.8	98.6	nt	111.3	103.6	108.6
Clc1ccc(-c2noc(CCc3nnc(-c4ccccc4)o3)n2)cc1	100.9	96.4	108.7	97.0	99.0	111.3	104.9	99.6
Cc1cc2c(C)c3cc(C)c(N)cc3nc2cc1N	19.8	15.6	38.9	4.5*	-3.2*	-2.3*	18.9	-18.1*
CC(=O)c1ccc(NC(=O)CSc2nnc(-c3cc(-c4ccc(S(N)(=O)=O)cc4)nc4ccccc34)n2-c2ccccc2)cc1	83.0	114.2	100.2	92.1	95.8	81.6	91.7	102.4
CN(C)Cc1ccccc1C(=O)C(c1ccccc1)c1ccccc1	106.3	nt	113.6	95.5	118.9	103.1	98.9	147.0
COc1ccc(-c2coc3c4c(ccc3c2=O)OCN(C(C)C)C4)cc1OC	106.4	125.8	104.0	105.3	100.7	97.9	101.7	101.2
O=C(Nc1cc(Cl)cc(Cl)c1)Oc1c(Cl)c(Cl)c(Cl)c(Cl)c1Cl	41.5	63.5	84.8	72.5	80.6	77.5	83.7	64.0

Limited to HS 578T, SK-MEL-28 and SK-MEL-5 (4 entries from above):
mol	HS 578T	SK-MEL-28	SK-MEL-5
CC(=O)c1ccc(NC(=O)CSc2nnc(-c3cc(-c4ccc(S(N)(=O)=O)cc4)nc4ccccc34)n2-c2ccccc2)cc1	114.2	100.2	83.0
NCCCN1CCN(CCCN)CC1	108.1	108.8	102.7
Nc1cccc(C(=O)Nc2ccccc2)c1	103.6	110.0	105.6
CCN(CC)CCN(C(=O)OCCOC(=O)N(CCN(CC)CC)c1cccc2sc3ccccc3c(=O)c12)c1cccc2sc3ccccc3c(=O)c12	85.1	104.3	97.1

Next part.
SMILES	SK-MEL-5	HS 578T	SK-MEL-28	LOX IMVI	MALME-3M	T-47D	UACC-257	SK-MEL-2
CCOC(=O)c1c(Cl)c2c(n1Cc1ccccc1)-c1oncc1CCC2	53.1	69.7	44.7	66.7	42.3	80.7	79.7	52.7
CC(=O)c1ccc(NC(=O)COc2ccc(C3SCC(=O)N3c3ccc(C)cc3)cc2)cc1 (stereo not given)	98.7	106.0	105.8	93.1	114.2	98.5	104.0	86.5
CC(=O)Nc1ccc(F)cc1F	101.9	101.8	109.4	97.6	103.4	96.0	98.3	107.8
O=C(Nc1nc2c(Cl)cccc2s1)C(Cl)(Cl)Cl	96.6	95.5	99.1	107.1	90.5	94.2	108.5	119.5
CN(C)c1ccc(Br)cc1	109.0	109.2	117.9	98.0	105.4	106.3	106.0	nt
O=C(NCCN1CCNCC1)Nc1ncccc1OCc1cccc(F)c1	105.8	98.2	103.5	95.7	98.3	105.1	96.5	98.2
O=C(NCCCCC(Cl)C(=O)O)c1ccccc1 (stereo not given)	103.9&100.3	109.0&105.1	102.3&109.4	105.8&91.2	106.0&116.8	99.6&109.7	84.3&93.0	97.4&101.0
CCCCCCCCCCCCCCCCCCOc1ccc(CC(=O)OCC[N+](CC)(CC)CC)cc1	99.5	88.1	92.4	87.4	93.4	66.2	91.0	100.7
COc1ccc(OC)c(/C=N/NC(=O)Cn2c(-c3ccc(C)cc3)nc3cc4nc5ccccc5nc4cc32)c1	109.0	115.9	112.5	100.5	101.7	96.8	102.7	89.3
Cc1ccc(O)c(NC(=O)c2ccccc2Nc2ccnc(C(F)(F)F)c2)c1	74.9	74.3	126.0	91.5	110.1	70.6	113.2	109.6
COC(=O)c1c(C)nc(C)c2c1C(=O)C=C(NCCCCO)C2=O	87.6	94.5	99.8	86.8	67.1	97.4	88.8	86.5
Clc1c(Cl)c(Cl)c(SCN(c2ccccc2)c2ccccc2)c(Cl)c1Cl	110.9	105.8	105.6	96.8	94.5	94.2	105.8	92.6

Given field by field: part of the list above.
COc1ccc(OC)c(/C=N/NC(=O)Cn2c(-c3ccc(C)cc3)nc3cc4nc5ccccc5nc4cc32)c1
  SK-MEL-5: 109.0 | HS 578T: 115.9 | SK-MEL-28: 112.5 | LOX IMVI: 100.5 | MALME-3M: 101.7 | T-47D: 96.8 | UACC-257: 102.7 | SK-MEL-2: 89.3

COC(=O)c1c(C)nc(C)c2c1C(=O)C=C(NCCCCO)C2=O
  SK-MEL-5: 87.6 | HS 578T: 94.5 | SK-MEL-28: 99.8 | LOX IMVI: 86.8 | MALME-3M: 67.1 | T-47D: 97.4 | UACC-257: 88.8 | SK-MEL-2: 86.5

New compounds follow.
SMILES	SK-MEL-5	HS 578T	SK-MEL-28	LOX IMVI	MALME-3M	T-47D	UACC-257	SK-MEL-2
COc1ccc(C(=O)Cn2cnc3c(Nc4cc(C(=O)Nc5ccc(N6CCOCC6)cc5)ccc4C)ncnc32)cc1	95.9	103.2	101.1	96.0	118.3	86.4	107.6	100.4
S=c1[nH]nc(-c2ccc(-n3nc(-c4ccccc4)c4ccccc43)cc2)o1	85.9	96.0	99.5	91.1	97.8	77.9	98.1	95.7
Fc1ccc(-c2nc(CSc3nc4ccccc4o3)no2)cc1	104.5	116.9	103.2	101.9	99.1	88.9	109.6	98.1
C=CCn1c(SCC(=O)Nc2ccc(C(=O)/C=C/c3cc(OC)c(OC)c(OC)c3)cc2)nnc1-c1cc(-c2ccc(S(C)(=O)=O)cc2)nc2ccccc12	82.7	95.3	108.5	67.0	89.3	85.6	102.4	103.0
Brc1ccc(C=Nc2ccc(Nc3ncnc4sc5c(c34)CCN(Cc3ccccc3)C5)cc2)cc1	95.2	97.1	111.9	85.4	101.4	80.5	114.3	114.8
O=C(O)c1ccncc1	101.1	112.8	113.1	106.6	108.0	95.4	100.7	102.4
CCOC(=O)c1cnc2cc(Cl)cc(Cl)c2c1Nc1cccc(S(=O)(=O)NC)c1	69.6	90.1	101.7	74.5	85.3	71.6	107.3	103.9
O=C(Oc1ccc([N+](=O)[O-])cc1)c1ccc(CBr)cc1	95.2	96.7	104.3	67.2	97.9	125.3	92.6	101.2
O=C(CCCOc1ccc(Cl)cc1Cl)NC(Cc1ccccc1)C(=O)O (stereo not given)	104.3	nt	115.4	116.9	106.5	105.4	115.4	98.4
CC(=O)Nc1nc(C)c(C(=O)NNC(=S)Nc2ccc(F)cc2)s1	81.7	96.8	94.3	103.7	141.4	84.1	101.9	52.9
COc1ccc(C(=N\Nc2ccccc2)/C(=N/Nc2ccccc2)c2ccc(OC)cc2)cc1	112.4	96.6	134.7	88.9	113.8	82.8	93.1	97.8
OC1CC2COCC2CC1O (stereo not given)	109.0	95.1	98.7	100.4	102.4	nt	96.0	95.1
O=C1CCCCO1	102.8	98.7	110.5	96.9	96.9	87.6	99.7	100.5
CCOc1ccc(Nc2cc([N+](=O)[O-])ccc2C(=O)O)cc1	102.0	96.4	107.3	100.4	107.6	99.8	nt	98.5
Cc1csc(C)[n+]1CCc1ccccc1	100.7	102.4	106.8	96.5	100.4	94.5	96.6	97.9
Cn1cnc2c(=S)nc(N)[nH]c21	127.3	99.2	109.6	97.0	115.4	127.1	107.0	nt
CC1(C)OC(=O)C2=C(Nc3c(-c4nc5ccccc5s4)c(Nc4ccccc4)nn3C2c2ccc(Cl)cc2Cl)O1 (stereo not given)	93.7	100.7	100.7	97.9	116.4	64.5	104.8	96.6
Cc1ccc(S(=O)(=O)NCCCNc2nc(Nc3ccc(N4CCN(C)CC4)cc3)nc3ccsc23)cc1	-84.1*	44.0	-84.5*	-77.6*	-87.9*	17.2	-73.2*	92.9
CC1(C)C(=O)/C(=C\c2ccco2)C[C@]2(C)[C@H]3CC[C@@H]4[C@H]5[C@H](C(=O)/C=C/c6ccco6)CC[C@]5(C(=O)O)CC[C@@]4(C)[C@]3(C)CC[C@@H]12	50.1	80.3	37.4	nt	44.8	61.2	50.8	83.3
OCCNc1nc(NCCO)nc(Nc2ccc(C3=NN(c4cc(Cl)cc(Cl)c4)C(c4ccc(Cl)cc4)C3)cc2)n1 (stereo not given)	24.9	11.6	-55.8*	-53.4*	-43.7*	87.1	48.4	73.7
CCc1nc2ccc(Cc3ccc(C(=O)NO)cc3)cc2c(=O)n1CCc1ccccc1	-65.6*	14.9	-36.0*	-76.2*	nt	-7.2*	nt	-33.4*
Cc1ccc(S(=O)(=O)OCCCCCOS(=O)(=O)c2ccc(C)cc2)cc1	105.8	80.0	107.7	104.5	96.3	103.0	91.7	119.5
Cc1ccc(-c2cc(-c3ccc(C)cc3)nc(NCCNc3ccnc4cc(Cl)ccc34)n2)cc1	-93.1*	-46.7*	-83.6*	-92.3*	-81.4*	-69.2*	-60.9*	-72.6*
CCN(CC)CCN(CCN(CC)CC)c1ccccc1	97.7	89.2	107.7	88.7	110.1	89.3	93.1	105.6
CC(C)(Sc1cc(C(C)(C)C)c(O)c(C(C)(C)C)c1)Sc1cc(C(C)(C)C)c(OC(=O)CCCC(=O)O)c(C(C)(C)C)c1	54.1	80.1	70.6	59.0	75.4	36.6	74.6	76.0
O=[N+]([O-])c1ccc(NCc2ccccc2)c([N+](=O)[O-])c1	105.3	70.2	110.0	98.1	92.4	nt	98.4	96.1
Cc1ccc2nc(-c3ccc(OCC(=O)N=Nc4c(O)[nH]c5ccccc45)cc3)[nH]c2c1	94.3	91.5	102.0	39.0	95.8	38.4	103.4	103.6
CC[C@H](CC[C@@H](C)[C@H]1CC[C@H]2[C@@H]3CC=C4C[C@@H](OCCc5nn[nH]n5)CC[C@]4(C)[C@H]3CC[C@]12C)C(C)C	110.9	113.1	109.7	99.9	108.3	90.2	103.0	110.8

Screening data from PubChem.
